Tn6 DDE FP = DD(E)-Tn6 binding inhibition, primary FP screen. inhibition, % at 8.3 µM. Fibrin DD(E) TRITC-Tn6 fluorescence polarization displacement. P02675. 370,000 tested, 0.21% active;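 active means inhibition above a per-campaign cutoff: mean of compounds within control limits plus 3 SD, cut at about 15% in these data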;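 further: 0% = median of all compound wells on the plate and 100% = blocking peptide control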
DDE Tn7 FP inh = inhibitors of Tn7 peptide binding to human fibrin DD(E) | P02675 | FP displacement of FITC-Tn7 peptide from fibrin DD(E); 0% = median of compound wells per plate | inhibition, % at 8.3 µM | 370,000 tested, 0.13% active;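 active means inhibition above the mean of compounds falling within the control limits plus 3 SD of them, cut at about 14% in these data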;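 further: 0% = plate median of compound wells and 100% = 10 µM Aha-Tn7 peptide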
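Assay system: Fibrin-DD(E) protein isolated from polymerized human fibrin clots; read-out basis: percent inhibition; medium: Tris/NaCl/CaCl2 buffer, pH 7.8; signal: FP measurement; incubation: 10 min plus 3 h, room temperature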
TDP2 absorb = blocks human TDP2 phosphodiesterase activity. recombinant TDP2, T5PNP hydrolysis, p-nitrophenol absorbance 415 nm. inhibition, % at 12.8 µM. AID 720702. 370,000 tested, 0.34% active;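 active means inhibition above the mean of all tested compounds plus 3 SD, set per campaign, cut at about 25% in these data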;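 further: 0% = DMSO with enzyme and 100% = buffer with substrate but no TDP2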
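Test system: human TDP2 enzyme; Input: 120 nM TDP2 per well; Buffer or medium: Mg2+-containing Tris-HCl buffer, pH 7.5; Reagent: 5 mM T5PNP; Dosing: 12.8 µM single point, 1% DMSO; Incubation: reaction 2 h, 37 °C; Detection: p-Nitrophenol epi absorbance; Read-out: % inhibition relative to enzyme-containing and enzyme-free wells; Replicates: single well per compound.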
ARFGAP1 inhibitor = inhibits rat ARF GTPase activating protein 1. inhibition, % at 16.5 µM. Q62848. Arfgap1-stimulated ARF1 GTP hydrolysis, GDP FP detection. 360,000 tested, 0.26% active. AID 651572;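 active means inhibition above a per-plate limit, mean inhibition of low control wells plus 3 SD, cut at about 25% in these data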;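 further: 0% = DMSO wells with enzyme and 100% = wells lacking Arfgap1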
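Material: rat Arfgap1 GAP domain (His6, aa 1-136), purified enzyme. Also added: human ARF1(Δ1-17)-GTP substrate. Compound dosing: 16.5 µM single point, 1.26% DMSO. Timing: enzyme reaction 120 min at 25 °C after 20 min preincubation. Signal: GDP detection by fluorescence polarization. Read-out basis: percent inhibition of GAP-stimulated GDP formation, scaled between DMSO and no-Arfgap1 medians.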
ADAM17 inh = inhibitors of human ADAM17; P78536; recombinant ADAM17, EDANS/DABCYL FRET peptide cleavage; inhibition, % at 6.95 µM; 370,000 tested, 0.83% active;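 active means inhibition above the mean of compounds lying between control limits plus 3 SD, set per campaign, cut at about 8.5% in these data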;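 further: 0% = DMSO-only wells as the low control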
SIAE inh = human SIAE inhibition, primary screen; Q9HAT2; SIAE FP-Rh probe binding, fluorescence polarization; inhibition, % at 9.66 µM; 370,000 tested, 0.69% active; AID 1053197;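 active means inhibition above a cutoff: mean of compounds within the control limits plus 3 SD of those, cut at about 17% in these data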;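 further: 0% = plate median of compound wells and 100% = probe without SIAE protein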
PLCg1 inh = PLC-gamma1 (human) inhibition, primary screen; P19174; purified PLC-gamma1, fluorogenic substrate, fluorescence; inhibition, % at 12.2 µM; 370,000 tested, 0.84% active; AID 720700; in the data active means inhibition above about 9.5%
ADAM10 inh = inhibitors of human ADAM10; recombinant ADAM10, EDANS/DABCYL FRET peptide cleavage, 3 h; O14672; AID 720582; inhibition, % at 7 µM; 370,000 tested, 0.62% active;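 active means inhibition above a per-campaign cutoff equal to the mean of compounds falling between control-based bounds plus 3 SD, cut at about 20% in these data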;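 further: 0% = DMSO wells while the 100% control is not disclosed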
PLCb3 inh = PLC-beta3 (human) inhibition, primary screen. Q01970. AID 720704. Purified PLC-beta3, fluorogenic substrate, fluorescence. inhibition, % at 12.2 µM. 370,000 tested, 0.18% active; in the data active means inhibition above about 11%;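 further: 0% = median of compound wells on plate and 100% = full blocker control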
Target sequence (Q01970 whole entry, looked up): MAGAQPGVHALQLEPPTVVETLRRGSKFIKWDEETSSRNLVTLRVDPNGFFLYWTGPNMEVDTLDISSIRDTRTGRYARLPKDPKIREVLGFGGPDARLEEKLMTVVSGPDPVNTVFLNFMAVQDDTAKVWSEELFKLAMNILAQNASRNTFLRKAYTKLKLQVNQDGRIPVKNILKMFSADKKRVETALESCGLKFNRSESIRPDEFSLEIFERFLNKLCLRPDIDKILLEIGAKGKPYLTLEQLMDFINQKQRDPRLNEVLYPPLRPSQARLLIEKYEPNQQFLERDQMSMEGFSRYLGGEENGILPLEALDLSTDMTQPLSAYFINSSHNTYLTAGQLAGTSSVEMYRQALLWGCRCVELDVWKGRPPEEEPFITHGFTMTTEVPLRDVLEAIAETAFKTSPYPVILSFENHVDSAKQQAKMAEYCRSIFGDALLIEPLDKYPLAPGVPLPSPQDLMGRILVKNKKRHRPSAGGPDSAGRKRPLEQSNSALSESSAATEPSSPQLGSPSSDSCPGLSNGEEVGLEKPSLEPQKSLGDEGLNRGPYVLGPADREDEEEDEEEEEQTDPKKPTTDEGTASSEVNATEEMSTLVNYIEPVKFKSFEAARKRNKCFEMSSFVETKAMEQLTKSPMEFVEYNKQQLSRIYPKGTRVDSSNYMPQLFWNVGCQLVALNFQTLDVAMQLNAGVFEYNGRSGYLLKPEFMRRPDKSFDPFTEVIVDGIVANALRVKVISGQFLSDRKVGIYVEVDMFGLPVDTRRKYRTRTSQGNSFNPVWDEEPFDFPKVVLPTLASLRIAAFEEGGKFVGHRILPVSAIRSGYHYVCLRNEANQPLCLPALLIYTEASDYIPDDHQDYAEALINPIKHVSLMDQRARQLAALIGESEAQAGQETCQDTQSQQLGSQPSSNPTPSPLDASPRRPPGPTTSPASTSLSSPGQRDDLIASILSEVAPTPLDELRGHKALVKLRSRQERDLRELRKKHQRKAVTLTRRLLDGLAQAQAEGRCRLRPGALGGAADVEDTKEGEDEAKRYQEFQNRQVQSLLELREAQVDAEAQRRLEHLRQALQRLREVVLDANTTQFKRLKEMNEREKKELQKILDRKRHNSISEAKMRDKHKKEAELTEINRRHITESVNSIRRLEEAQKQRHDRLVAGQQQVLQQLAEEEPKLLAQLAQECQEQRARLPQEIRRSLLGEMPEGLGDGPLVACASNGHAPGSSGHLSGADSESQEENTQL
ASAP1 inh = blocks human ASAP1-stimulated Arf1 GTP hydrolysis | inhibition, % at 16.5 µM | GDP FP detection | 360,000 tested, 0.19% active | AID 624377 | Q9ULH1; in the data active means inhibition above about 25%;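 further: 0% = vehicle with enzyme and substrate and 100% = no enzyme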
Numbers without * were called inactive; · = no result given.

A first look (6 entries):
Tn6 DDE FP,DDE Tn7 FP inh,TDP2 absorb,ARFGAP1 inhibitor,ADAM17 inh,SIAE inh,PLCg1 inh,ADAM10 inh,PLCb3 inh,ASAP1 inh,structure
-5,4,-6,-1,-3,-11,1,-4,-4,0,CCCCOC(=O)c1ccc(NC(=O)C(=O)NCCN(C)C)cc1
1,-1,-6,13,0,-4,0,-16,-1,22,Cc1ccc(N2CC(c3nc4ccccc4[nH]3)CC2=O)c(C)c1 (stereo not given)
-3,0,6,0,-5,6,2,-5,-1,3,CCCOCC(O)CCc1n[nH]c(=S)n1-c1ccccc1 (stereo not given)
-1,1,-2,4,0,0,1,-7,-11,7,Cc1ccc(S(=O)(=O)CC(=O)NC(C)c2ccccc2)cc1 (stereo not given)
-7,-3,-3,9,2,1,1,1,-8,1,COc1ccc(CC(=O)N/N=C(\C)CC(=O)Nc2ccc3c(c2)OCCO3)cc1
3,-5,-4,19,1,-1,2,-1,1,8,COc1ccc(NC(=O)Nc2cccc3c2O[C@@H](CN(C)S(=O)(=O)c2cn(C)cn2)[C@@H](C)CN([C@H](C)CO)C3=O)cc1

Main list (from the top)
Tn6 DDE FP,DDE Tn7 FP inh,TDP2 absorb,ARFGAP1 inhibitor,ADAM17 inh,SIAE inh,PLCg1 inh,ADAM10 inh,PLCb3 inh,ASAP1 inh,structure
-5,4,-6,-1,-3,-11,1,-4,-4,0,CCCCOC(=O)c1ccc(NC(=O)C(=O)NCCN(C)C)cc1
1,-1,-6,13,0,-4,0,-16,-1,22,Cc1ccc(N2CC(c3nc4ccccc4[nH]3)CC2=O)c(C)c1 (stereo not given)
-3,0,6,0,-5,6,2,-5,-1,3,CCCOCC(O)CCc1n[nH]c(=S)n1-c1ccccc1 (stereo not given)
-1,1,-2,4,0,0,1,-7,-11,7,Cc1ccc(S(=O)(=O)CC(=O)NC(C)c2ccccc2)cc1 (stereo not given)
-7,-3,-3,9,2,1,1,1,-8,1,COc1ccc(CC(=O)N/N=C(\C)CC(=O)Nc2ccc3c(c2)OCCO3)cc1
3,-5,-4,19,1,-1,2,-1,1,8,COc1ccc(NC(=O)Nc2cccc3c2O[C@@H](CN(C)S(=O)(=O)c2cn(C)cn2)[C@@H](C)CN([C@H](C)CO)C3=O)cc1
9,2,1,2,1,1,-1,10,-4,2,COc1ccc(OC(=O)c2cc3ccccc3o2)cc1
-2,-4,-3,14,5,-5,0,9,2,-1,CCCN(CC(=O)Nc1cc(Cl)ccc1Cl)C(=O)/C=C/c1ccco1
-9,5,17,8,-6,-3,1,-3,-1,2,CC(C)CN(C(=O)c1cccc(F)c1)c1c(N)n(CC(C)C)c(=O)[nH]c1=O
-3,-2,-7,-9,1,2,1,0,-5,-10,NS(=O)(=O)c1cc2c(cc1Cl)NC(CC1CCCC1)NS2(=O)=O (stereo not given)
-2,-6,-8,-6,-6,0,-2,-7,-7,-5,O=C(CCNS(=O)(=O)c1ccccc1Cl)OCc1nnc(-c2ccccc2Cl)o1
-3,-3,0,-21,-6,-1,-3,-9,1,5,C=CCN1C(=O)C2C(C(=O)NC)C3(C)C=CC2(O3)C1C(=O)NCc1ccc(OC)cc1 (stereo not given)
6,1,-11,8,-6,-4,7,-1,6,19,Cc1ccc(S(=O)(=O)NC(CN2CCOCC2)=NCCNS(=O)(=O)c2ccccc2)cc1
0,-3,-2,0,-3,-2,1,-5,0,-12,CC(=O)N/C(=C\c1ccc(F)cc1)C(=O)NC(C(=O)O)C(C)C (stereo not given)
1,-11,-4,2,0,1,2,-8,2,2,CN1CCN(C(=O)NCC23CC4CC(CC(C4)C2)C3)CC1
-1,0,5,-5,-3,2,-2,4,-7,-8,CN(CCOc1ccccc1)Cc1nc2cc(Cl)ccc2c(=O)[nH]1
-5,12,-5,3,0,2,-3,1,-2,-6,O=C(Nc1ccccc1)c1snc2c(=O)[nH]cnc12
-7,4,-3,-5,4,9,-3,11,-5,-18,Cc1ccccc1N=C1c2ccccc2C(=O)C1[N+](=O)[O-] (stereo not given)
0,3,4,-4,-1,1,4,-10,-6,-7,Cc1cc(C(=O)NNC(=O)c2ccccc2[N+](=O)[O-])c(C)o1
-2,-2,-1,-3,0,-3,-1,4,-4,3,CCOC(=O)c1[nH]c(CSc2nnnn2-c2ccccc2C)c(C(=O)OCC)c1C
-3,-4,3,·,-2,1,2,-3,0,·,Cc1ccccc1NC(=O)OCCCN1C(=O)CCC12CCC(C)CC2 (stereo not given)
3,9,10,-6,0,3,-4,7,-6,-11,N#C/C(=C/c1cccn1-c1cccc(C(=O)O)c1)c1ccc(F)cc1
-4,1,12,1,-6,10,1,1,-4,9,COc1ccc(NC(=O)CSc2nnc(CNc3ccc(F)cc3)o2)c(OC)c1
2,5,-4,8,3,-26,-2,13,-1,-4,COc1ccc(F)cc1-c1cc(C(=O)NCc2cccc(Cl)c2)[nH]n1
4,3,-5,1,-1,-3,-3,3,-9,5,CCc1ccc(C(=O)CSc2nc(N)cc(=O)[nH]2)cc1
-4,0,10,7,-7,1,0,0,-3,9,Cc1cc(C(=O)O)c(C)n1-c1ccccc1
-4,0,-18,-17,5,-13,3,-15,-14,0,CC(C)CCN1CCNC(=O)C1CC(=O)N(C)CCCN1CCOCC1 (stereo not given)
-3,-3,5,8,1,4,-5,-5,-2,4,COc1ccc(-c2nnc3ccc(SCC(=O)Nc4nccs4)nn23)cc1OC
0,-2,-3,8,1,5,1,7,-3,12,CCCNC(=O)N1CCC(c2nc3ccccc3s2)CC1
9,-6,-12,1,0,-9,5,-1,3,8,O=c1c2sc(-c3ccccc3)cc2nc2n1CCC2
-2,2,-3,2,-3,-1,2,-5,-1,4,CCOC(=O)N1CCN(S(=O)(=O)c2cc(Br)cc3c2N(C(=O)C2CC2)CC3)CC1
1,-7,-8,8,3,-13,-6,-5,-9,-1,CCCCn1c2ccccc2c2nnc(SCC(=O)NC3=NN=C(c4ccccc4)CS3)nc21
1,1,11,3,0,2,-65,1,-83,-14,CC(=O)N1CCN(c2ccc(N=Cc3c(O)n(Cc4ccccc4)c(=O)[nH]c3=O)cc2)CC1
-2,-1,-2,14,-5,-3,2,-3,-1,-3,CN(C)CCNC(=O)COc1cccc(Cl)c1
-5,-6,-2,4,0,-2,1,6,4,2,Cc1cc2cc(CN3C(=O)c4ccccc4C3=O)ccc2n1C
-4,-1,2,2,-9,4,2,-19,0,10,Cc1ccc2[nH]c(=O)c(CN(CCN3CCOCC3)C(=O)Nc3ccccc3F)cc2c1
-4,5,12,·,-3,5,0,-7,3,·,COc1cccc(-c2nnc3n2N=C(c2ccc(Cl)cc2)CS3)c1
8,3,3,-1,-1,-10,0,-7,7,-2,COC(=O)c1cc(NC(=O)C2(S(=O)(=O)c3ccc(Cl)cc3)CC2)cc(C(=O)OC)c1
-4,-1,3,16,-3,-7,0,-3,3,12,CN(C)CCCNC(=O)c1ccc(-c2ccccc2)cc1
0,0,-3,10,-4,-3,0,-12,-4,7,O=C(OCc1ccccc1)N1CCC2CC1c1ccc(N3CCNCC3)cc12 (stereo not given)
-6,-4,0,2,-4,0,-3,-9,-12,0,CC(CCc1ccco1)NC(=O)CCc1nnc2ccc(NCc3ccccc3Cl)nn12 (stereo not given)
-8,2,10,4,2,15,-2,3,0,21,CCOC(=O)c1ccc(NC(=O)Nc2ccc(OC)c(OC)c2)cc1
5,5,-7,-3,3,2,-2,8,-4,-3,COc1ccc(C2=NN(S(C)(=O)=O)C(c3ccc4nccnc4c3)C2)cc1 (stereo not given)
-5,-6,0,-9,-1,-1,1,-7,-8,7,COc1ccc(/C=C/C(=O)OCC(=O)NC2CCCC(C)C2C)cc1 (stereo not given)
10,-8,-3,11,4,5,1,-54,2,9,O=C(NCc1ccc(F)cc1)c1cc(C2CCCCN2S(=O)(=O)c2cccs2)on1 (stereo not given)
-8,4,-20,1,3,-1,13*,14,-2,1,Cc1nc(N2CCOCC2)[nH]c(=O)c1[N+](=O)[O-]
3,-3,2,-3,0,1,1,4,-8,-7,O=c1cnn(Cc2c(Cl)cccc2Cl)c2ccccc12
11,-1,-12,5,2,-3,1,16,-2,0,Cc1ccc(S(=O)(=O)N2CCOCC2)cc1C(=O)N1c2ccccc2Sc2ccccc21
-3,-2,1,10,-1,6,3,7,3,4,COc1ccc(C(c2c(O)cc(C)oc2=O)c2c(O)cc(C)oc2=O)cc1
2,-4,-2,-7,-2,15,0,-3,-3,2,COc1ccc(C(C(=O)NCC2CCCO2)N(C(=O)CNC(=O)c2ccco2)c2cc(C)cc(C)c2)cc1OC (stereo not given)
5,-2,-5,4,-2,3,-1,2,-1,-6,Cc1nnc(NC(=O)CSc2ccccn2)s1
-3,-5,-11,8,-3,-3,4,-5,-5,-12,Cc1ncsc1CCOC(=O)C12CC3CC(CC(C3)C1)C2
-3,-3,8,-7,-1,6,2,-9,6,7,COC(=O)CCc1ccc(O)cc1
-2,-1,8,2,-8,12,-2,-13,-7,14,CCSc1nc(NCCN(C)C)c2c3c(sc2n1)COC(C)(CC)C3 (stereo not given)
-8,-1,4,3,-6,10,-1,-8,-1,-5,COc1ccc(CN(C)C(=O)Cc2ccsc2)c(OC)c1OC
-4,5,-11,4,-5,-10,-3,-7,-4,8,CC(=O)Nc1ccc(NC(=O)COc2ccc(-c3ccc(C#N)cc3)cc2)cc1
-2,4,7,0,2,8,1,2,-4,8,COc1ccc(OC)c(NC(=O)Nc2ccc3c(c2)OCO3)c1
-2,-2,10,9,0,0,-10,-9,-21,1,O=C(/C=C/c1ccc(O)cc1)c1ccccc1
4,-8,6,1,-1,-5,0,-5,-5,2,C=CCC1CCC/C(=N\NS(=O)(=O)c2ccc(C)cc2)C1 (stereo not given)
-3,-4,12,-5,-1,0,0,-2,1,0,CCOC(=O)c1cccnc1SCC(=O)Nc1ccc(C)cc1

The list continues:
Tn6 DDE FP,DDE Tn7 FP inh,TDP2 absorb,ARFGAP1 inhibitor,ADAM17 inh,SIAE inh,PLCg1 inh,ADAM10 inh,PLCb3 inh,ASAP1 inh,structure
2,-7,-13,-2,4,1,-1,14,7,-9,CCN(CC)C(=O)C(=O)N/N=C/c1ccc(Cl)cc1Cl
-2,4,0,-1,-2,-8,-2,-5,1,10,COc1ccccc1NC(=S)NCc1cccs1
1,1,3,7,-9,-4,0,5,-5,5,O=C(Cc1c(Cl)cccc1Cl)Nc1ccncc1
-4,-7,-14,-15,5,0,0,6,-3,-6,COc1ccc(CC(=O)n2nc(-c3ccc(Cl)cc3)nc2NCc2ccco2)cc1
-8,7,1,1,-2,4,-1,3,-5,-23,N#C/C(=C\c1ccccc1)C(=O)NC1CC1
